WT yeast gro inh – growth inhibition of WT yeast, mitochondrial fusion screen | inhibition, % at 10 µM | 190,000 compounds, 2.1% hits | mitochondrial fusion phenotypic screen, WT strain; in the data active = inhibition above about 58%; tested in S. cerevisiae
PMI inhibition – human PMI inhibitors, high substrate, primary screen, biochemical, fluorescence intensity, high mannose 6-phosphate (AID 1220). 190,000 compounds, 0.66% hits. inhibition, % at 20 µM; hits with a dose series show IC50 in µM. recombinant PMI enzyme, coupled fluorescence intensity; higher % means a stronger effect
TNAP activators – human TNAP enzyme activators, primary screen, biochemical, luminescent, no phosphate acceptor, uHTS (AID 1001) | purified TNAP, luminescent activation assay, no phosphate acceptor; higher activation fold means a stronger effect | 200,000 compounds, 0.03% hits | activation fold at 20 µM, or EC50 in µM where a hit was titrated; in the data active = activation fold from about 3, or a potency from the dose series; inactive = the rest, 99 in 100 with activation fold below about 1.6; note: many of its hits are not listed in these tables
PhoP inhibition – inhibitors of PhoP regulon expression, primary screen, Salmonella Typhimurium, GFP reporter (AID 1863); 300,000 compounds, 0.16% hits; inhibition, % at 50 µM; hits with a dose series show IC50 in µM; S. Typhimurium PhoP-regulated promoter GFP reporter, 4 h; higher % means a stronger effect;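 active = inhibition over 29.93%, a cutoff 3 SD above the screen mean, later confirmed by dose response; inconclusive = inhibition over 29.93% but no dose response follow-up; inactive = inhibition at most 29.93% or unconfirmed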;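 note: 0% = low Mg2+ inducing control and 100% = high Mg2+ repressing control; strong numbers were not always called active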
SIAH1 antagonists – blockers of Siah-1 interaction with plectin peptide – biochemical, fluorescence polarization, rhodamine-plectin, uHTS, primary screen (AID 1817) | Siah-1 / rhodamine-plectin peptide fluorescence polarization; higher % means a stronger effect | displacement, % at 20 µM; hits with a dose series show IC50 in µM | 290,000 compounds, 0.02% hits;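 active = displacement of at least 50% at 20 µM, with a fluorescence ratio check between 0.3 and a set limit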;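 note: plate controls were Siah plus tracer with DMSO for no effect and tracer alone without Siah for full effect; strong numbers were not always called active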
RSV CPE inhibition – inhibition of RSV-induced cytopathic effect – HEp-2 cells, primary 10 µM value included (AID 2391) | HEp-2 cells, RSV-induced CPE inhibition; higher % means a stronger effect | CPE inhibition, % at 10 µM, or IC50 in µM where a hit was titrated | 310,000 compounds, 0.13% hits; in the data active = a potency from the dose series; inconclusive = CPE inhibition mostly from about 23% at the one dose, without a potency; inactive = the rest, 99 in 100 with CPE inhibition below about 21%; note: strong numbers were not always called active
PMI inhibitors – MPI enzyme activity inhibition – biochemical, fluorescence intensity, coupled assay, primary screen (AID 1209); 190,000 compounds, 0.42% hits; one-dose inhibition, % at 20 µM; IC50 in µM for titrated hits; purified PMI enzyme, coupled fluorescence intensity; higher % means a stronger effect;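 note: plate controls were DMSO vehicle for no effect and wells lacking substrate for full effect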
XIAP antagonists – XIAP antagonists, biochemical, IAP family, fluorescence polarization (AID 1018). XIAP BIR domain, fluorescence polarization peptide displacement; higher % means a stronger effect. one-dose displacement, % at 20 µM; IC50 in µM for titrated hits. 200,000 compounds, 0.007% hits; in the data active = displacement above about 50%; note: a part of the inactive calls stands beside numbers as strong as those of hits
Myeloid diff 2 – compounds promoting myeloid differentiation; ER-HoxA9 myeloid progenitors, lysozyme-GFP differentiation, flow cytometry; 360,000 compounds, 1% hits; calls only at 10 µM;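 active = normalized GFP-positive differentiation at or above the plate's own cutoff, the solvent-only control mean plus 3 SD; inconclusive = no clear call, values can overlap the other calls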;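 note: cells exposed to compound for four days before flow analysis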
WT yeast gro inh mutant strain – further read-out of WT yeast gro inh, marked with its call; inhibition, %; mitochondrial fusion phenotypic screen, mutant strain inhibition
Myeloid diff 2 GFP+ MAC1+ % – recorded beside Myeloid diff 2, whose call it bears; GFP+ MAC1+ double positive, %; measured here: differentiation confirmed by MAC1 staining
Active calls of the source: *; i = inactive; ? = inconclusive; / = no result given. Cut-off read from the data, not from the text of the source, unless noted: active = inhibition above about 50%; inactive = the rest.

canonical_smiles,Myeloid diff 2,PhoP inhibition,XIAP antagonists,WT yeast gro inh,PMI inhibition,SIAH1 antagonists,PMI inhibitors,RSV CPE inhibition,TNAP activators,WT yeast gro inh mutant strain,Myeloid diff 2 GFP+ MAC1+ %
COc1ccc(CN2CCN(C3CCOCC3)CC2CCO)c(C)c1C (stereo unspecified),i,-6%,-3.6%,-3,-9%,5%,-2%,2.6%,1,5,0.2
CC(NC(=O)Nc1nnc(C(F)(F)F)s1)(C(F)(F)F)C(F)(F)F,i,26%,-5.1%,70*,-8%,0%,-5%,-4.9%,1.1,41*,0.6
CCN(CC(=O)Nc1ccc(N2CCOCC2)cc1)C(=O)c1ccc(C#N)cc1,i,0%,0.4%,12,-6%,-1%,-18%,0.5%,1.1,6,0.6
CCN1CCN(C(=O)c2ccc(CSc3ccc(C)cc3)cc2)CC1,i,-4%,-3.2%,36,-4%,-2%,0%,19%,1.1,40,5.5
Cc1cc([N+](=O)[O-])ccc1NC(=S)NC1CCCC1,i,0%,/,/,/,1%,/,0.2%,/,/,0.5
CC(=O)c1ccc(NC(=O)NC2CCCCCCC2)cc1,i,-7%,/,/,/,1%,/,8.9%,/,/,0.8
O=C(/C=C/c1cccc(F)c1)Nc1cc(S(=O)(=O)N2CCOCC2)ccc1N1CCCC1,i,11%,-1.6%,-8,8%,28%,5%,3.2%,1.1,-12,3.3
COc1ccc(OCCNC(=O)c2ccccc2Cl)cc1,i,1%,/,/,/,-5%,/,-0.8%,/,/,0.7
CCOC(=O)C1CCN(Cc2cc(=O)oc3cc(C)ccc23)CC1,i,9%,/,/,/,7%,/,1.2%,/,/,0.7
CCn1c(=O)cc(SCC(=O)N2CCN(C3CCCCC3)CC2)c2ccccc21,i,-1%,-2.9%,-4,4%,6%,5%,-1.8%,1,-2,4.4
O=C(CSc1nc2ccccc2[nH]1)N1c2ccccc2Sc2ccccc21,i,16%,-4.0%,45,9%,0%,21%,11%,1.1,18,0.3
Cn1cnc([N+](=O)[O-])c1Nc1ccccc1O,i,-2%,-3.6%,-7,17%,-4%,12%,1.4%,0.9,-1,1.4
O=C(NC1CCN(C(=O)C2CCCCC2)CC1)c1ccccc1,i,-2%,/,/,/,11%,/,0.9%,/,/,0.3
COC(=O)COc1ccc(S(=O)(=O)NCc2cccnc2)cc1,i,3%,1.4%,-3,4%,2%,7%,0.8%,1.1,5,1.1
COc1ccc(C2C3=C(CCCC3=O)Nc3nc(SCc4ccc(C(=O)O)cc4)nn32)cc1OC (stereo unspecified),i,3%,0.9%,11,42%,1%,28%,1.1%,1.1,4,2.5
Cc1cc(NC(=O)CSc2nncn2-c2ccccc2)no1,i,-2%,-2.8%,3,4%,6%,-3%,2.0%,1.1,10,0.2
Cn1c(=O)[nH]c(=O)c2c1nc(N1CCCCCC1)n2CCCSc1nc2ccccc2o1,i,-7%,-1.9%,42,15%,0%,11%,1.9%,1.1,-10,0.5
COc1cc(O)sc1C=Nc1ccc(Cl)cc1,i,5%,-1.6%,3,11%,9%,4%,7.7%,1.1,0,0.2
Cc1ccccc1CN1CCN(CCCc2ccccc2)C(CCO)C1 (stereo unspecified),i,0%,/,/,/,4%,/,-0.5%,/,/,0.2
N/C(=N\OC(=O)COc1ccccc1Cl)c1ccccn1,i,9%,-7.4%,-8,-7%,4%,-7%,1.1%,1,-4,0.9
COC(=O)C1(O)CC(CC(C)C)=NN1C(=O)c1ccccc1 (stereo unspecified),/,8%,-2.6%,-3,3%,9%,-2%,/,0.6,-2,/
COCCn1c(SCC(=O)Nc2cccc(OC)c2)nc2c(oc3ccccc32)c1=O,i,-4%,-0.6%,-4,-5%,3%,-7%,1.9%,1.1,-16,0.1
O=[N+]([O-])c1cc(S(=O)(=O)N2CCCCC2)ccc1NCCCN1CCOCC1,i,1%,-8.9%,5,0%,8%,-1%,-1.3%,1.1,10,0.7
CCOc1ccc(C(=O)CCC(=O)N2CCN(c3ncccn3)CC2)cc1,i,6%,/,/,/,2%,/,-1.2%,/,/,0.9
COc1ccc(C(=O)N2CCN(C)C(=O)[C@@H]2C)cc1OC1CCN(C(C)C)CC1,i,-6%,/,/,/,2%,/,0.0%,/,/,0.4

Complete entries as entered above. Screens in order: Myeloid diff 2, PhoP inhibition, XIAP antagonists, WT yeast gro inh, PMI inhibition, SIAH1 antagonists, PMI inhibitors, RSV CPE inhibition, TNAP activators, WT yeast gro inh mutant strain, Myeloid diff 2 GFP+ MAC1+ %
`Cc1cc([N+](=O)[O-])ccc1NC(=S)NC1CCCC1` is entered as i, 0%, /, /, /, 1%, /, 0.2%, /, /, 0.5
`CC(=O)c1ccc(NC(=O)NC2CCCCCCC2)cc1` is entered as i, -7%, /, /, /, 1%, /, 8.9%, /, /, 0.8

Continued:
canonical_smiles,Myeloid diff 2,PhoP inhibition,XIAP antagonists,WT yeast gro inh,PMI inhibition,SIAH1 antagonists,PMI inhibitors,RSV CPE inhibition,TNAP activators,WT yeast gro inh mutant strain,Myeloid diff 2 GFP+ MAC1+ %
Cc1cccc(NC(=O)CSc2ncnc3sc(C)c(C)c23)n1,i,1%,/,/,/,-4%,/,4.1%,/,/,12
CCOC(=O)NC(=O)/C(C#N)=N\Nc1ccc(Cl)cc1,i,-14%,-4.5%,-6,-15%,1%,-3%,2.4%,1.1,0,0.4
CCOC(=O)COc1nc(C)cc(C(F)(F)F)c1C#N,i,-6%,/,/,/,-3%,/,0.2%,/,/,0.0
Cc1cccc(NC(=S)NCc2ccc(F)cc2)c1,i,1%,-15%,-2,9%,-1%,11%,-0.6%,1,-8,0.2
COc1ccc(Cc2nnc(NC(=O)C3CC(=O)N(c4ccc(OC)cc4)C3)s2)cc1 (stereo unspecified),i,1%,/,/,/,10%,/,5.9%,/,/,0.7
O=C(C(=O)N1CCCC1)c1c(-c2ccccc2)[nH]c2ccccc12,i,23%,/,/,/,-1%,/,0.4%,/,/,0.2
CNC(=O)C1=C(C)NC(=S)NC1c1cccs1 (stereo unspecified),i,-6%,-1.6%,-12,5%,2%,2%,-1.2%,1,13,0.2
CCC/C(=N\NC(=O)C1CCCC1)c1ccccc1,i,-4%,/,/,/,-2%,/,1.0%,/,/,1.3
O=C1COc2ccc(C(=O)COC(=O)COc3ccccc3[N+](=O)[O-])cc2N1,i,-7%,/,/,/,-3%,/,0.4%,/,/,0.6
CC(C)CCOC(=O)/C(=C/c1ccco1)NC(=O)/C=C/c1ccccc1,i,3%,1.4%,20,10%,2%,1%,6.7%,1,10,0.7
Cc1ccc(NC(=O)CCCCCN2C(=O)c3ccccc3C2=O)nc1,i,-8%,-4.9%,10,-6%,-3%,2%,4.2%,1.1,-2,0.6
CCOc1ccc(S(=O)(=O)Nc2nc3cc(OC)ccc3s2)cc1,i,-4%,-1.8%,9,-14%,10%,-5%,1.4%,1.1,4,2.5
O=S(=O)(c1ccccc1)c1nc(-c2cccc(Cl)c2)oc1N1CCOCC1,i,6%,/,/,/,2%,/,9.4%,/,/,0.8
O=C(CSc1nnc(-c2cccc(Br)c2)o1)N1CCOCC1,i,0%,/,/,/,4%,/,1.5%,/,/,0.4
Cc1ccc(-c2nnc(SCC(=O)Nc3ccc(S(=O)(=O)N4CCCCCC4)cc3)o2)cc1,i,-1%,-19%,-9,-17%,-3%,-19%,0.5%,1,-10,4.4
CC(=O)Nc1ccccc1OCCOc1ccc(Br)cc1,i,6%,-6.6%,12,8%,-2%,8%,2.9%,1.1,-27,0.0
COc1ccc(OC)c(C(=O)c2nc3c(n2O)CCCCC3)c1,i,4%,-6.9%,7,18%,-2%,19%,-0.3%,1.1,-5,0.8
COc1cccc(NC(=O)CSC2=NN3CCCC(=O)N=C3S2)c1,i,6%,/,/,/,6%,/,0.6%,/,/,3.3
CCOC(=O)C1=C(C)NC2=C(C(=O)C(C(=O)OCC)C(c3ccccc3OC)C2)C1c1ccccn1 (stereo unspecified),i,-5%,-2.4%,-9,7%,2%,2%,1.0%,1,1,0.4
NC(=O)c1nsc(C(=O)N(c2ccccc2F)C(C(=O)NCc2ccccc2)c2ccc(O)cc2)c1N (stereo unspecified),i,5%,/,/,/,9%,/,14%,/,/,0.7
COc1cccc(-n2c(=S)sc3c(=O)n(-c4ccccc4OC)c(SCC4OCCO4)nc32)c1,i,1%,-5.8%,-2,0%,9%,10%,4.5%,1.1,2,0.3
O=C(CSc1nc2sc3c(c2c(=O)n1-c1ccccc1)CCCC3)N/N=C/c1ccc(C(=O)O)cc1,i,5%,/,/,/,8%,/,-2.2%,/,/,6.1
C/C(=N\NC(=O)CSCc1ccccc1Cl)c1cccc(NC(=O)c2ccccc2)c1,i,6%,-0.7%,-12,9%,1%,0%,2.4%,1.1,16,1.4
O=C(Nc1nccs1)c1ccccc1N=Cc1ccccc1,i,18%,-4.1%,-14,2%,3%,6%,2.8%,1.1,6,1.1
Cc1ccccc1C1C(C#N)=C2NC(=O)c3c(sc4c3CCCCC4)N2C2=C1C(=O)CC(C)(C)C2 (stereo unspecified),/,-11%,-2.0%,13,2%,1%,-8%,2.2%,1,-12,/

Additional structures follow.
canonical_smiles,Myeloid diff 2,PhoP inhibition,XIAP antagonists,WT yeast gro inh,PMI inhibition,SIAH1 antagonists,PMI inhibitors,RSV CPE inhibition,TNAP activators,WT yeast gro inh mutant strain,Myeloid diff 2 GFP+ MAC1+ %
CCN(Cc1ccccc1)C(=O)CCc1nc(-c2ccc(C)cc2)no1,i,-2%,-2.2%,22,-5%,-5%,-3%,0.2%,1.1,3,0.9
COc1ccc(/C=C/C(=O)C2C(=O)C=C(C)OC2=O)cc1O (stereo unspecified),i,5%,-9.8%,17,9%,2%,4%,?,0.9,18,1.6
CCOc1ccc(N(CCCCO)C(=S)NC(=O)c2ccc(C)c(Br)c2)cc1,i,-3%,-3.6%,36,16%,0%,28%,2.5%,1.2,24,0.2
COCCn1c(SCC(=O)N2CCCC2)nnc1-c1ccco1,i,2%,/,/,/,11%,/,3.4%,/,/,0.7
Cc1cc(NC(=O)CN(C)S(=O)(=O)c2cnc[nH]2)ccc1Br,i,-14%,/,/,/,2%,/,6.6%,/,/,4.9
O=C(COc1ccccc1)NCC(=O)N/N=C/c1ccc(Cl)cc1,i,5%,/,/,/,-2%,/,0.3%,/,/,1.3
Cc1c(NC(=O)c2ccc3c(c2)OCO3)c(=O)n(-c2ccccc2)n1C,i,12%,-1.5%,3,5%,2%,10%,-0.5%,1.1,-1,2.1
Cc1ncc([N+](=O)[O-])n1CC(=O)Nc1ccc2c(c1)OCO2,i,7%,-11%,6,15%,7%,8%,1.1%,1.1,-1,0.2
O=C(CN1C(=O)c2ccccc2S1(=O)=O)N1CCOCC1,i,-6%,-10%,-2,15%,1%,17%,2.1%,1.1,-20,1.4
N#C/C(=C/c1ccc(Cl)cc1)NC(=O)c1ccccc1,i,0%,-4.6%,10,-8%,-4%,-7%,1.3%,1.1,15,0.7
O=C(c1ccccc1)c1ccc(OC(=O)N2CCOCC2)cc1,i,-4%,-2.7%,1,-2%,-7%,-6%,2.2%,1.1,3,0.7

Rows were taken by chance. Share with any hit: about 3.1%.
